BL2 CD40 inh = CD40 pathway inhibition in BL2 cells. inhibition, % at 10 µM. BL2 NF-kB luciferase reporter, CD40L-induced, 4 h. hit rate 0.94% among 83,000;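 active = mean inhibition of at least 50% with a set share of replicates also reaching that level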;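 also: 0% = neutral control wells and 100% = IKK inhibitor VII at 50 µM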
* marks the source's active call; other numbers are inactive results; [ ] = dose if it differs, or a comment. Some of the compounds tested; the hit share may differ from the screen's.

nr	molecule	BL2 CD40 inh
1	CS(=O)(=O)N(CCc1ccccc1)CC(=O)NCc1ccncc1	4
2	N#Cc1ccccc1S(=O)(=O)N1CCN(C(=O)c2ccc(-n3cncn3)c([N+](=O)[O-])c2)CC1	0
3	CC(=O)c1ccc(NC(=O)CC23CC4CC(C2)CC(n2nnc(C)n2)(C4)C3)cc1	5
4	CO[C@H]1CC[C@H]2CCN(C)C(=O)CCCN(C)C(=O)c3cc(C#N)ccc3OC[C@@H]1O2	3[25 µM]
5	Cc1ccc(S(=O)(=O)NCC(=O)OCC(=O)NC(=O)NC2CCCC2)cc1	11
6	COc1ccc(NC(=S)N(CCc2ccncc2)C(C)C)cc1Cl	12
7	C[C@@H]1CN([C@H](C)CO)C(=O)c2cccc(NC(=O)C3CCCCC3)c2O[C@@H]1CN(C)S(C)(=O)=O	-3[25 µM]
8	CC(=O)NCc1nc2ccccc2n1C(C)C	10
9	Cc1cccn2cc(-c3ccc(S(=O)(=O)N4CCCCC4)cc3)nc12	-6
10	Cc1ccc(/C=C/S(=O)(=O)NCCC(=O)NCc2ccc(F)cc2)cc1	6
11	O=C(c1ccccc1F)N1C[C@@H]2[C@H](c3ccccc31)[C@@H](CO)N2Cc1ccc2c(c1)OCO2	15[25 µM]
12	O=C(O)C[C@@H]1C[C@@H]2c3cc(NS(=O)(=O)c4ccc(F)cc4)ccc3O[C@@H]2[C@H](CO)O1	10[25 µM]
13	Cc1nc(N(C)C)ncc1C(=O)O	4
14	C/C(CC(=O)Nc1ccccc1)=N\NC(=O)COc1ccc(C)cc1Br	8
15	COc1ccccc1NCCC(=O)OCC(=O)Nc1ccc(Cl)cn1	0
16	COc1cc(CN2[C@@H]3CNC[C@H]2C3c2ccc(-c3ccc(C#N)cc3)cc2)cc(OC)c1 (stereo not given in full)	-8
17	c1ccc(OCc2nnc3sc(-c4cccs4)nn23)cc1	-2
18	C/C=C/c1ccc2c(c1)[C@@H]1[C@@H](CCN1C(=O)C1CCCC1)[C@H](CO)N2	-14[25 µM]
19	O=C(CN1CCCC1)NCC12CC3CC(CC(C3)C1)C2	9
20	COc1ccc(Cl)cc1N(C(C)C(=O)O)S(C)(=O)=O (stereo not given)	-1
21	CN(C)C(=O)c1ccc(-c2ccc3c(c2)[C@@H]2[C@@H](CCN2C(=O)C2CCCC2)[C@H](CO)N3C)cc1	-3[25 µM]
22	O=C(NNc1c(F)c(F)cc(F)c1F)c1ccco1	2
23	Cc1nc2cc(CC(=O)O)ccc2o1	8
24	CC(C)NC(=O)N[C@H]1CC[C@@H](CC(=O)NCCCN(C)C)O[C@H]1CO	-4[25 µM]
25	CC(C)NC(=O)N(C)C[C@@H]1Oc2ccc(N(C)C)cc2CC(=O)N(C)C[C@H]1C	0
26	CO[C@@H](CN(C)S(=O)(=O)c1cn(C)cn1)[C@@H](C)CN(C(=O)Nc1ccc(C(F)(F)F)cc1)[C@@H](C)CO	-2[25 µM]
27	CCCN1[C@@H]2c3ccc(-c4ccncc4)c(=O)n3C[C@@H]2[C@@H](CO)[C@@H]1C(=O)NCCCN1CCOCC1	-3[25 µM]
28	C/C=C/c1ccc([C@H]2[C@@H](CO)N(CC3CC3)[C@@H]2CN(C(C)=O)C(C)C)cc1	0[25 µM]
29	Cc1cc(C)c2c(N)c(C(=O)NCc3ccco3)sc2n1	-67
30	COc1nc2c(C)cccc2cc1-c1noc(-c2ccco2)n1	7
31	COc1ccccc1NC(=O)COC(=O)C1CC(=O)N(c2ccc3c(c2)OCCO3)C1 (stereo not given)	15
32	CCNC(=O)NCCc1c[nH]c2ccc(Cl)cc12	-11
33	CCN(C[C@H]1N[C@@H](CO)[C@@H]1c1ccccc1)C(=O)c1ccncc1	-14[25 µM]
34	Cn1c(=O)[nH]c(=O)c2c1nc(NC1CCCCC1)n2CCO	5
35	C[C@H]1CN([C@@H](C)CO)C(=O)c2c(c3ccccc3n2C)-c2ccccc2CO[C@H]1CN(C)C(=O)CCC(F)(F)F	-1[25 µM]
36	O=C(CSc1n[nH]c(=O)n1C1CC1)NCc1ccccc1Cl	6
37	Fc1ccccc1Cc1noc(CN2CCCC(CN3CCOCC3)C2)n1 (stereo not given)	4
38	O=C(Nc1ccc(Cl)c(S(=O)(=O)N2CCOCC2)c1)C1CCC1	11
39	CC#C[C@]1(O)CC[C@H]2[C@@H]3CCC4=CC(=O)CCC4=C3[C@@H](c3ccc(N(C)C)cc3)C[C@@]21C	-5
40	CN1C[C@@H]2[C@H](c3ccccc31)[C@H](CO)N2Cc1ccccc1Cl	1[25 µM]
41	Cc1ccc(S(=O)(=O)N2CCOCC2)cc1NC(=O)c1cc2ccccc2oc1=O	6
42	CSCC(C)N1CCC(n2nccc2NC(=O)CCc2ccccc2)CC1 (stereo not given)	-3
43	COc1ccc(CCC(=O)Nc2nccs2)cc1OC	0
44	O=C(COc1ccc(F)cc1)N(c1ccccn1)C1CCCCC1	-3
45	COc1ccc(Cl)cc1C(=O)NNC(=O)CCNC(=O)c1ccccc1	5
46	O=C(c1ccc2c(=O)n3c(nc2c1)CCCCC3)N1CCN(C(c2ccccc2)c2ccccc2)CC1	4
47	CN1CCCN(C(=O)C2CCC(C(=O)N3CCCN(C)CC3)CC2)CC1 (stereo not given)	3
48	CCN(CC)CCCn1c2c(c(SCC(=O)Nc3cc(C)on3)nc1=O)CCC2	10
49	CC(=O)Oc1ccc(OC(C)=O)c(SCCCCCN2CCOCC2)c1	2
50	COc1cc2c(c(OC)c1OC)C(=O)CC2	5
51	COc1ccc(NC(=O)c2cc(OC)c(OC)c(OC)c2)cn1	9
52	Cc1ccc(NC(=O)CN(C)C(=O)COC(=O)c2nc3nccc(C)n3n2)cc1	7
53	CC(=O)N(C[C@H]1N[C@H](CO)[C@@H]1c1ccc(-c2cncnc2)cc1)C1CCCC1	-3[25 µM]
54	CC(Oc1ccccc1Cl)C(=O)Nc1ccc(S(=O)(=O)Nc2nccs2)cc1 (stereo not given)	3
55	CCC(C)NCCCCOc1ccc(C)cc1[N+](=O)[O-] (stereo not given)	7
56	O=C(Nc1cccc(-c2nc3ccccc3[nH]2)c1)c1ccccn1	-7

Additional results
nr	molecule	BL2 CD40 inh
57	C[C@H](CO)N1C[C@H](C)[C@H](CN(C)Cc2cccnc2)OCc2ccccc2-c2ccccc2C1=O	-6[25 µM]
58	CCC(=O)N1[C@H](CO)[C@H](c2ccccc2-c2ccccc2)[C@@H]1C#N	3[25 µM]
59	CCN(c1cccc(C)c1)S(=O)(=O)c1cc2c3c(c1)CCC(=O)N3CCC2	8
60	Cc1cc(Cl)ccc1OCCCC(N)=O	8
61	O=C(NCc1ccccn1)C1CCN(S(=O)(=O)c2cccs2)CC1	4
62	COc1ccc(CC(=O)OC(C)CN2CCOCC2)cc1 (stereo not given)	25
63	N#C[C@H]1[C@H](c2ccc(C3=CCCC3)cc2)[C@@H](CO)N1C(=O)c1cccc(F)c1	0
64	COc1ccc(NC(=O)N(C)C[C@@H]2Oc3ccc(NS(=O)(=O)c4ccccc4)cc3C(=O)N([C@H](C)CO)C[C@H]2C)cc1	-1
65	COc1cccc(C#Cc2ccc3c(c2)[C@H]2[C@H](CCN2C(=O)CC2CC2)[C@@H](CO)N3)c1	21[25 µM]
66	O=C(C[C@@H]1C[C@H]2c3cc(NS(=O)(=O)c4ccc(F)cc4)ccc3O[C@H]2[C@H](CO)O1)NCCN1CCCCC1	1[25 µM]
67	CC(=O)N1CCN(C(=O)c2cc(C)nc3ccccc23)CC1	5
68	COc1ccc(/C=N/S(=O)(=O)c2ccccc2)cc1OC	4
69	CN(C)C(=O)c1noc2cc([N+](=O)[O-])ccc12	4
70	CC(CCc1ccccc1)NC(=O)c1ccc2nc(N3CCOCC3)sc2c1 (stereo not given)	4
71	CC(=O)Nc1ccc(S(=O)(=O)N(C)CC(=O)OCC(=O)c2ccc[nH]2)cc1	15
72	Cc1ccc(S(=O)(=O)NCC[C@@H]2CC[C@H](NC(=O)c3cccnc3)[C@H](CO)O2)cc1	0[25 µM]
73	CC(=O)N1CC(C)Sc2ccc(S(=O)(=O)NCCc3ccccc3)cc21 (stereo not given)	-31
74	CC(C)[C@H](NC(=O)Nc1ccccc1F)C(=O)O	17
75	CC(C)C(NS(=O)(=O)c1cccs1)C(=O)N1CCC(C(N)=O)CC1 (stereo not given)	6
76	O=C(C[C@H]1C[C@@H]2c3cc(NC(=O)NC4CCCCC4)ccc3O[C@@H]2[C@@H](CO)O1)NC1CCCCC1	15
77	CN(c1ccc(C(=O)Nc2cccnc2)cc1)S(=O)(=O)c1ccccc1	4
78	CC(C)CC(=O)NCc1ccc(F)cc1	14
79	CO[C@H]1CC[C@@H]2CCOc3c(C#N)cccc3C(=O)N(C)C[C@@H](OC)[C@H](C)C(=O)N(C)C[C@@H]1O2	4[25 µM]
80	COc1ccc(OC)c(-c2csc(N(CC3CCCO3)C(=O)Cc3ccccc3)n2)c1 (stereo not given)	1
81	CCNC(=O)[C@H]1[C@H](CO)[C@H]2Cn3c(ccc(-c4cccc(OC)c4)c3=O)[C@H]2N1Cc1nccs1	7[25 µM]
82	Cc1ccc(NC(=O)NC(=O)N(C(C)C)S(C)(=O)=O)nc1	2
83	CCCn1c(C(C)NC(C)=O)nc2ccccc21 (stereo not given)	11
84	C[C@H](O)C#Cc1ccc([C@H]2[C@@H](CO)N3CCCCN(C(=O)c4cccc(F)c4)C[C@@H]23)cc1	-2[25 µM]
85	COc1ccccc1NC(=O)CCN1CCN(C)CC1	4
86	C=C(C)C[C@@H]1CCn2nncc2COCCNC1=O	1[25 µM]
87	COc1ccccc1C(=O)NC(=O)COc1ccc(Cl)cc1Cl	-5
88	c1ccc(NCc2ccccn2)cc1	-5

Screen by screen, as entered above.
Nos. 82 to 88 in BL2 CD40 inh read 2, 11, -2[25 µM], 4, 1[25 µM], -5, -5

3 records drawn at random from the list so far:
nr	molecule	BL2 CD40 inh
9	Cc1cccn2cc(-c3ccc(S(=O)(=O)N4CCCCC4)cc3)nc12	-6
20	COc1ccc(Cl)cc1N(C(C)C(=O)O)S(C)(=O)=O (stereo not given)	-1
63	N#C[C@H]1[C@H](c2ccc(C3=CCCC3)cc2)[C@@H](CO)N1C(=O)c1cccc(F)c1	0

New compounds follow:
nr	molecule	BL2 CD40 inh
89	Cc1cc(C(=O)NNC(=S)NCC2CCCO2)cs1 (stereo not given)	-15
90	Cc1c(C(=O)NNC(=O)c2ccncc2)oc2ccc(Br)cc12	-15
91	COc1ccc(CNC(=O)N2CCN(S(=O)(=O)c3ccccc3)CC2)cc1	0
92	CCCN(CCC)CC1CCCCN1CCNC(=O)N1c2ccccc2C(=O)Nc2cccnc21 (stereo not given)	-15[25 µM]
93	CN1c2ccc(-c3cccc(C#N)c3)cc2[C@@H]2[C@@H](CCN2C(=O)C2CC2)[C@@H]1CO	0
94	O=C(NCCc1cn2ccccc2n1)c1cc(COc2c(F)cccc2F)on1	15
95	Cc1cc([N+](=O)[O-])nn1CC(=O)NCCCN1CCOCC1	12
96	COCC(=O)NCCSc1c(C)[nH]c2ccccc12	-4
97	CCC(=O)Nc1cc(-c2nn(C)c(=O)c3ccccc23)ccc1N1CCCCC1	48*
98	COC(=O)c1oc2c(c1C)C(=O)CCC2	5
99	C1CCC(NC2=NCCC2)CC1	-9
100	N#C[C@@H]1[C@H](c2ccccc2-c2cccc(F)c2)[C@H](CO)N1C(=O)Cc1cccnc1	5[25 µM]
101	COc1ccc(C2C3=C(Nc4ncnn42)c2ccccc2CCC3)cc1 (stereo not given)	13
102	N#C[C@@H]1[C@@H](c2ccccc2-c2ccccc2)[C@@H](CO)N1C(=O)NC1CCCCC1	14
103	CC(C)(CNC(=O)c1ccc(S(=O)(=O)N2CCCC2)cc1)N1CCOCC1	0
104	CCN(C(=O)COC(=O)c1cc([N+](=O)[O-])ccc1N1CCOCC1)C1CCS(=O)(=O)C1 (stereo not given)	-3

Taken from above.
Reading of entry 99 in BL2 CD40 inh: -9
Reading of entry 100 in BL2 CD40 inh: 5[25 µM]

The list continues:
nr	molecule	BL2 CD40 inh
105	O=C(Nc1ccccn1)c1ccc2c(c1)OCO2	-34
106	Cc1cc(NCc2ccccn2)nc2ccccc12	-57
107	C[C@@H]1CN([C@@H](C)CO)C(=O)c2ccccc2-c2ccccc2CO[C@@H]1CN(C)C(=O)[C@@H]1CCCN1C	-3[25 µM]
108	O=C(O)C1CCN(C(=O)c2csc(-c3ccc4c(c3)CCO4)n2)CC1	5
109	O=C(CN1C2=NCCN2c2ccccc21)c1ccco1	8
110	Cc1ccn(CCC(=O)O)n1	2
111	Cc1ccnc(NC(=O)c2cc3ccccc3o2)c1	88*
112	Cc1nn(C(C)(C)C)c(OC(=O)c2cccs2)c1Sc1ccccc1	31
113	C[C@@H]1CN([C@H](C)CO)C(=O)CCCn2cc(nn2)CO[C@H]1CN(C)C(=O)c1ccccc1	-7
114	CCN(CC)S(=O)(=O)c1ccc(N2CCOCC2)c(NC(=O)c2cc([N+](=O)[O-])ccc2Cl)c1	10
115	C[C@@H]1CCCCO[C@@H](CN(C)C(=O)CCCN(C)C)[C@H](C)CN([C@@H](C)CO)C(=O)c2cc(NS(=O)(=O)c3ccc(Cl)cc3)ccc2O1	2[25 µM]
116	COc1ccccc1NC(=O)N1CC[C@@H]2[C@H]1c1cc(-c3ccccc3)ccc1N(C)[C@H]2CO	13
117	O=C(O)[C@@H]1[C@@H](CO)[C@@H]2Cn3c(ccc(C4=CCCCC4)c3=O)[C@@H]2N1Cc1ccc2c(c1)OCO2	-2[25 µM]
118	Nc1cccc(OCCCCCOc2cccc(N)c2)c1	-7
119	CN1C(=O)c2cc(NC(=O)Cc3cccs3)ccc2OC[C@@H]2O[C@H](CC(=O)NCc3ccc(-c4ccccc4)cc3)CC[C@H]21	-7[25 µM]
120	CC(C)(C)NCC(O)COc1c(F)cc(Br)cc1F (stereo not given)	-2
121	CC(=O)c1cnc2c(-c3ccccc3)c(C)nn2c1C	1

In a second layout: entries from further up
item | BL2 CD40 inh | SMILES
113 | -7 | C[C@@H]1CN([C@H](C)CO)C(=O)CCCn2cc(nn2)CO[C@H]1CN(C)C(=O)c1ccccc1
114 | 10 | CCN(CC)S(=O)(=O)c1ccc(N2CCOCC2)c(NC(=O)c2cc([N+](=O)[O-])ccc2Cl)c1

Source: PubChem BioAssay
